rad50 – NCI yeast anticancer drug screen, S. cerevisiae rad50 strain; growth inhibition, % at 50 µM; 79,000 compounds, 10% hits; AID 155, 2004;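 also: 0% = growth of vehicle-only cultures of the same strain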
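Growth of the mutant yeast was measured after compound exposure and referenced to vehicle-treated cultures.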
yeast sgs1 mgt1 – NCI yeast anticancer drug screen, S. cerevisiae sgs1 mgt1 strain | growth inhibition, % at 50 µM | 78,000 compounds, 10% hits | AID 161, 2004;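 also: 0% = growth of vehicle-only cultures of the same strain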
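Mutant yeast exposed to compound; growth scored against vehicle-only wells.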
yeast mec2-1 – NCI yeast anticancer drug screen, S. cerevisiae mec2-1 strain; growth inhibition, % at 50 µM; 79,000 compounds, 9% hits; AID 157, 2004;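 also: 0% = growth of vehicle-only cultures of the same strain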
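Readout is yeast growth inhibition, normalised to vehicle-treated controls, in the mec2-1 strain exposed to compound.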
mlh1 rad18 – NCI yeast anticancer drug screen, S. cerevisiae mlh1 rad18 strain. AID 175, 2004. growth inhibition, % at 50 µM. 79,000 compounds, 11% hits;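 also: 0% = growth of vehicle-only cultures of the same strain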
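Cells of a genetically altered yeast strain, deficient in DNA damage repair, were treated with compound. Their growth was then compared with that of vehicle-treated cultures to give inhibition.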
bub3 – NCI yeast anticancer drug screen, S. cerevisiae bub3 mutant strain | % growth inhibition at 50 µM | AID 167, 2004 | 78,000 compounds, 9.9% hits;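 also: 0% = growth of vehicle-only cultures of the same strain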
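Inhibition values come from growth of compound-treated mutant yeast normalised to vehicle-treated controls.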
cln2 rad14 – NCI yeast anticancer drug screen, S. cerevisiae cln2 rad14 strain. growth inhibition, % at 50 µM. 78,000 compounds, 8.3% hits. AID 165, 2004;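 also: 0% = growth of vehicle-only cultures of the same strain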
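Relative to vehicle controls, growth inhibition of compound-treated cln2 rad14 yeast was recorded.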
* hit, by the source's call; & = joins results of further samples. Rule as the data show it: active = growth inhibition above about 70%; inactive = the rest.

Second line of a record – rad50	yeast sgs1 mgt1	yeast mec2-1	mlh1 rad18	bub3	cln2 rad14
O=C(Nc1ccc(S(=O)(=O)c2ccc([N+](=O)[O-])cc2)cc1)c1ccncc1
→ 28.7	5.0	-0.3	13.8	0.2	14.8
O=C(CBr)c1ccc2cc(Br)c3ccccc3c2c1
→ 64.0	68.5	44.0	61.0	41.1	46.1
CCN1CC(=O)N(C)C1=S
→ 84.7*	89.0*	71.2*	79.5*	83.8*	74.9*
N#CC1CNCCC1=N (stereo not given)
→ -5.8	13.4	-3.2	-6.8	-1.6	-1.1
O=C(c1ccccc1)C1CCCCC1
→ 1.1	-6.2	-3.6	-3.7	4.4	6.5
CC(=O)OC1CCC2(C)C(=CCC3C2CCC2(C)C3CC3OC4(CCC(C)CO4)C(C)C32)C1 (stereo not given)
→ 12.2	4.0	-20.6	14.8	25.1	-0.6
CCC[C@@H]1C[C@@H](OC(=S)SC)C[C@H]2CCC(=O)N12
→ -3.1	-7.8	-9.6	-16.6	44.9	-4.9
COC(=O)[C@H](Cc1c[nH]c2ccccc12)NP(=O)(O)OCC1C=CC(n2cc(C)c(=O)[nH]c2=O)O1 (stereo not given in full)
→ -8.5	-9.6	-7.8	-49.7	-13.1	6.8
C[C@@]1(CO)O[C@H]1CCC#C[Si](C)(C)C
→ -20.9	-20.2	-32.4	1.1	-14.2	6.7
CCOC(=O)C(=CC(C)C)C(=O)OCC
→ -8.9	-7.3	-14.4	-21.6	-20.1	-3.3
COc1cc(N(C)C)ccc1/C=C\c1ccnc2ccccc12
→ 2.3	-4.0	-8.8	2.1	-6.0	-3.5
COc1cccc(/C=C/C(=O)c2sc(C(N)=S)nc2C)c1O
→ 14.2	5.2	1.7	7.6	-3.8	25.9
OC(c1cc(-c2ccccc2)nc2c(Cl)cc(Cl)cc12)C1CCCCN1 (stereo not given)
→ 99.5*	99.1*	99.6*	98.8*	97.5*	98.3*
CC(C)(C)OC(=O)N1Cc2cc(O)ccc2C[C@H]1C(=O)O
→ 5.0	6.6	-19.3	19.8	-6.0	29.0
O=S1(=O)CS(=O)(=O)CS(=O)(=O)C1
→ 3.4	-2.9	-0.6	-3.4	-3.5	-19.1
CC1(C)N=C(N)NC(Nc2ccc(Cl)cc2)=N1
→ 9.6	10.8	9.1	33.6	14.6	-20.8
COc1cccc(/C=C/C(=O)c2ccccc2O)c1O
→ -0.3	13.2	-3.5	-12.8	4.7	-67.4
Cc1c(C#N)c(N)n(C2OC(CO)C(O)C(O)C2O)c(=S)c1C#N (stereo not given)
→ 21.5	13.8	18.4	33.1	8.4	10.0
COC(=O)C(N)C(=O)OC
→ -19.2	-12.2	-0.4	-11.2	-1.5	18.4
CN(C)C(=S)S(=O)(=O)c1ccccc1
→ 51.5	81.2*	75.8*	91.2*	85.6*	25.2
Cc1ccc(NC(=O)Oc2ccc(C#N)cc2)cc1Cl
→ 9.4	21.1	5.8	27.1	29.8	17.8
CCOC(=O)C1=C(Nc2cccc3c(NC4=C(C(=O)OCC)C(=O)CO4)cccc23)OCC1=O
→ 10.4	1.1	-3.2	-1.4	36.1	-13.2
C=C[C@]1(C)C=C2C(O)CC3C(C)(C)CCC[C@]3(CO)C2CC1 (stereo not given in full)
→ 99.2*	99.5*	99.6*	99.2*	99.5*	99.3*
Nc1nc(-c2cc3cc(Cl)ccc3o2)cs1
→ 1.1	24.4	-6.7	-4.2	43.7	15.8
O=C(C[n+]1ccccc1Cl)c1ccc(F)cc1
→ -8.0	11.7	-0.8	-12.0	1.4	79.5*
Cc1c(N(C)CN(C)c2c(C)n(C)n(-c3ccccc3)c2=O)c(=O)n(-c2ccccc2)n1C
→ -13.2	-15.7	-27.4	-18.0	-12.9	3.2
C=C(C)CCC[C@@H](C)C1CCC2(C)[C@@H]3CCC4C(C)(C)[C@@H](O)CC[C@@]45C[C@@]35CC[C@]12C (stereo not given in full)
→ 31.1	25.4	0.5	23.1	18.0	0.5
O=C(O)c1cc(Cl)c2cccc3c2c1CC3
→ 3.5	-7.5	-11.8	3.8	-13.8	-38.0
O=S(=O)(Oc1ccccc1Cl)c1ccc(Br)cc1
→ 7.4	6.8	17.2	-13.3	16.6	5.2
C=CCOC(=O)Nc1ccc(S(=O)(=O)N(C)C)cc1
→ 13.4	22.6	5.7	16.1	28.2	-1.6

Given tab-delimited: 2 of the compounds above.
SMILES	rad50	yeast sgs1 mgt1	yeast mec2-1	mlh1 rad18	bub3	cln2 rad14
COc1cccc(/C=C/C(=O)c2sc(C(N)=S)nc2C)c1O	14.2	5.2	1.7	7.6	-3.8	25.9
O=S1(=O)CS(=O)(=O)CS(=O)(=O)C1	3.4	-2.9	-0.6	-3.4	-3.5	-19.1

Additional structures follow.
Second line of a record – rad50	yeast sgs1 mgt1	yeast mec2-1	mlh1 rad18	bub3	cln2 rad14
C=C1C2CCC3(CCC4C5(C)CCCC4(CN(C(C)=O)C5)C3C2)C1O (stereo not given)
→ 11.2	10.3	-5.1	8.9	6.2	1.4
S=c1sc(-c2ccc(Cl)cc2)nn1CSc1nc2ccccc2o1
→ -8.1	-18.9	-4.8	-2.9	-12.0	-7.2
Oc1ccccc1/C=N\c1nccs1
→ 10.7	18.6	19.2	13.2	23.8	12.4
CC(=O)C1=C(C)N2C(=NC3=C(CCc4ccccc43)C2c2ccc(Cl)cc2)S1 (stereo not given)
→ 25.9	6.8	-14.6	1.5	-6.9	6.2
Nc1ccc(S(=O)(=O)Nc2nc3c(c(=O)[nH]2)CCCC3)cc1
→ 99.5*	99.5*	99.5*	99.4*	99.3*	99.2*
OCc1cccnc1
→ -6.3	15.3	-36.9	5.8	-18.5	9.6
O=S(=O)(OCC#CCOS(=O)(=O)c1ccc(Cl)c(Cl)c1)c1ccc(Cl)c(Cl)c1
→ 28.8	54.7	44.0	48.2	35.3	75.2*
CCOC(=O)CNC(=O)C(O)C(O)C(O)C(O)CO (stereo not given)
→ 3.7	-7.2	-7.5	-3.0	-4.1	19.4
C/C=C(\C)C(=O)OC1C2C(C)C(=O)OC2C(O)C(C)C2C=CC(=O)C21C (stereo not given)
→ -21.1	-7.9	-23.5	6.5	-21.4	9.4
CC(c1ccc(N(C)C)c(N(C)C)c1)c1ccc(N(C)C)cc1N (stereo not given)
→ 9.3	18.9	-4.2	9.2	48.0	14.3
CC(=O)OC1C2OC3C=C(C)CCC3(CO)C(C)(C1OC(C)=O)C21CO1 (stereo not given)
→ -11.2	-19.2	-23.1	-4.5	-23.5	1.3
O=C(c1ccccc1)C1C(c2ccccc2)N1C(=O)c1ccccc1 (stereo not given)
→ 9.8	6.3	16.4	12.9	35.6	-1.3
CCOC(=O)CC1CC(C)C(O)C1(C)C (stereo not given)
→ -18.7	-4.2	-4.5	-3.6	2.8	4.1
CCOC(=O)c1c(Nc2ccccc2O)oc2ccccc12
→ -0.4	7.0	3.1	11.9	6.5	17.6
N#CCc1nc(-c2ccccc2)n[nH]1
→ 11.2	13.1	4.5	11.7	4.5	5.6
O=C1CN=C(c2ccccc2)N(c2ccccc2)N1
→ 94.0*	94.5*	96.5*	94.4*	94.7*	85.0*
CCOC(=O)c1c(C)[nH]c(=S)c(C#N)c1-c1cccc2ccccc12
→ -10.0	38.0	9.4	-31.3	17.8	-12.6
CC/C(=N/NC(N)=O)C1=CCCCC1
→ 3.4&-5.6	-15.2&-1.5	-0.8&-3.7	-14.7&-0.4	-9.7&-15.2	-33.9&-35.5
C=CC(=O)NC(O)(C(=O)OCC)C(F)(F)F (stereo not given)
→ 11.1	6.1	-3.1	-14.0	-21.9	1.9
COc1ccc(Br)c(C=O)c1
→ -10.1	-5.7	-8.9	-2.2	-7.5	1.9
O=C(Nc1ccc2c(c1)Cc1ccccc1-2)C(Cl)Cl
→ 20.4	10.6	1.9	14.0	42.5	-7.8
COC(=O)c1nc2[nH]n(-c3ccccc3)c(=O)c2c(C(=O)OC)c1C(C)C(=O)c1ccc(Cl)cc1 (stereo not given)
→ 8.9	3.7	-18.1	25.0	-42.9	-38.2
COc1ccc(NC(=O)N2CCOCC2)cc1
→ -2.5	12.7	3.6	11.0	15.9	-4.5
COc1ccc(C(O)C2CC(=O)NN=C2C)cc1OC (stereo not given)
→ 8.1	-3.3	-0.8	-1.7	8.7	6.7
O=c1[nH]c2nc3ccccc3c(=O)n2/c1=C/c1ccccc1
→ 12.8	14.6	10.1	1.1	1.6	12.8
O=C1c2ccccc2C(c2ccccc2)(N2CCCCC2)N1c1ccccc1 (stereo not given)
→ -23.4	0.2	6.2	6.7	10.8	-41.4
O=C1C(=O)N(c2ccc(Cl)cc2Cl)C(=O)C(=O)C1c1nc2ccccc2o1
→ 5.0	-8.6	9.1	28.6	0.4	-29.1
COc1cc(C2C(C(=O)O)=C(CO)Oc3cc4c(cc32)OCO4)cc(OC)c1OC (stereo not given)
→ -5.4	-5.0	7.3	4.2	-4.6	1.1
CC1(C)N=C(C(N)=O)c2ncn(CCCO)c2N1
→ -13.5	-48.4	-12.6	-6.8	-0.3	23.2
Nc1nc(N)c2c(n1)NC(=O)CC2c1ccccc1 (stereo not given)
→ -12.8	1.6	-7.3	0.1	-10.1	-84.0
CCOC(=O)CN(c1ccccc1)c1nc(=[N+](C)C)ss1
→ 7.0	6.8	0.7	22.9	1.4	2.5
Cc1cccc[n+]1C1CCc2c(ccc3ccccc23)C1=O (stereo not given)
→ 74.9*	93.3*	74.3*	89.7*	98.2*	26.6
O.O.[Cu+2].[Cu+2].[NH-]CCC(=O)[N-]C(Cc1cnc[nH]1)C(=O)O.[NH-]CCC(=O)[N-]C(Cc1cnc[nH]1)C(=O)O (stereo not given)
→ -26.1	0.9	5.8	11.8	6.3	31.8
CC(=O)OCC1OC(Nc2[nH]c(=O)n(C)c(=O)c2-c2csc(N)n2)C(OC(C)=O)C(OC(C)=O)C1OC(C)=O (stereo not given)
→ -12.8	-32.9	-25.6	-8.6	-8.9	27.4
CCOC(=O)c1[nH]c(Br)c(-c2ccc(OC)c(OC)c2)c1Br
→ 92.1*	97.2*	63.5	94.2*	88.0*	88.8*
Cc1nc(C)c(N2CCN(Cc3ccccc3)CC2)c(=O)[nH]1
→ 8.7	-45.1	2.5	-52.9	17.4	13.0
CSc1ccc(NC(=O)Nc2ccc(NC(C)=O)cc2)cc1
→ -2.1	20.4	39.4	6.4	29.8	3.1
Nc1nc(N)nc(Cc2ccccc2)n1
→ -24.4	-17.9	-3.5	-57.9	-15.0	-58.4
CN(C)c1ccc([Si](c2ccc(N(C)C)cc2)c2ccc(N(C)C)cc2)cc1
→ -18.5	-19.1	3.6	23.4	-1.1	-28.8
CSC(=N\N=C(/C)c1ccc(Br)cc1)/N=C/N(C)C
→ 46.2	55.5	23.2	31.7	28.1	19.0
CC1(C)CC(=O)C(/C(=N/NC(=S)NN)C(=O)Nc2nc3ccc([N+](=O)[O-])cc3s2)C(=O)C1
→ 35.8	-15.2	20.2	16.4	1.0	-26.9
O=C1CSC(=S)N1c1ccc(F)cc1
→ 18.8	2.0	0.5	-1.9	-24.3	-36.0
CO[C@@H]1[C@@H](O)c2ccccc2N1C(C)=O
→ 13.4	-4.0	1.9	20.1	3.2	8.2
Nc1ccc2c(c1)C(=O)c1ccccc1-2
→ 68.2	21.4	26.1	14.2	-6.5	11.6
CCOc1ccc(CO)cc1
→ 8.5	8.6	0.2	-38.8	-8.9	34.0
COC(=O)C(C)C(=O)O (stereo not given)
→ -14.7	-19.3	9.3	-4.2	3.9	10.4
N#CC1(C(c2cccc3ccccc23)c2cccc3ccc4ccccc4c23)CC(=O)OC1=O (stereo not given)
→ 5.2	14.1	-11.4	9.7	-2.5	12.1
c1ccc2c(c1)Oc1ccccc1S2
→ -14.2	-0.1	-2.9	-0.3	7.3	3.9
CCCCCCCCCCCC1N=C(N)NC(CCCO)=C1C(=O)OC (stereo not given)
→ 89.2*	88.4*	91.8*	85.5*	91.5*	90.8*
COc1ccc(Cl)cc1NC(=O)c1cccc([N+](=O)[O-])c1O
→ -14.9	1.8	8.9	-78.4	8.7	-8.6
O=C(Nc1ccc2ccccc2c1)OC1CCS(=O)(=O)C1 (stereo not given)
→ -0.8	6.1	-3.9	-8.2	-1.8	20.4
CCOC(=O)/C(=C\c1ccccc1)C(=O)O
→ -6.8	-6.2	-29.9	-1.8	-21.9	26.0

Given field by field: entries from further up
COc1ccc(Cl)cc1NC(=O)c1cccc([N+](=O)[O-])c1O
  rad50 = -14.9	yeast sgs1 mgt1 = 1.8	yeast mec2-1 = 8.9	mlh1 rad18 = -78.4	bub3 = 8.7	cln2 rad14 = -8.6
CCOC(=O)/C(=C\c1ccccc1)C(=O)O
  rad50 = -6.8	yeast sgs1 mgt1 = -6.2	yeast mec2-1 = -29.9	mlh1 rad18 = -1.8	bub3 = -21.9	cln2 rad14 = 26.0
c1ccc2c(c1)Oc1ccccc1S2
  rad50 = -14.2	yeast sgs1 mgt1 = -0.1	yeast mec2-1 = -2.9	mlh1 rad18 = -0.3	bub3 = 7.3	cln2 rad14 = 3.9

Screens as filed in PubChem.
